High-throughput results: PubChem BioAssay, Broad Institute
Rtt109 Vps75: blocks Candida albicans Rtt109/Vps75 acetyltransferase activity; purified Rtt109/Vps75, ThioGlo CoA-SH fluorescence, 4 h; inhibition, % at 34.9 µM; 0.16% of 330,000 active;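 active = inhibition of at least 50% in every replicate; inconclusive = best replicate reaches 50% inhibition but some replicates fall short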
Target sequence (Q5AAJ8 whole entry, looked up): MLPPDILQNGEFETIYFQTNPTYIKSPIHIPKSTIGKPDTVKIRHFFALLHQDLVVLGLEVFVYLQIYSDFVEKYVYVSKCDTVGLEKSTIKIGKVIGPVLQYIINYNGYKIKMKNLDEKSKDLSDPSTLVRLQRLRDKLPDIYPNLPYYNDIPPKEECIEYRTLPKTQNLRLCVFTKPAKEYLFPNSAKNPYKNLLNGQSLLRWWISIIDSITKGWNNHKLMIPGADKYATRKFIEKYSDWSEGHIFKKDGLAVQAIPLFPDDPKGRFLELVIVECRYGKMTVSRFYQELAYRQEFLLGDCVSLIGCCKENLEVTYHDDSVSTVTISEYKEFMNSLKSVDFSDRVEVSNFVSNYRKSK
NSD2 inh: blocks human histone methyltransferase NSD2; O96028; NSD2 peptide methylation, AlphaScreen, 120 min; inhibition, % at 12.5 µM; 0.54% of 310,000 active; in the data active = inhibition above about 50%
SR-BI HDL uptake: mouse SR-BI HDL lipid transfer inhibition. ldlA[mSR-BI] CHO cells, DiI-HDL uptake fluorescence, 3 h. inhibition, % at 12.5 µM. 0.96% of 320,000 active. AID 488896;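 active = mean replicate inhibition of at least 70% and a set share of replicates each scoring 70 or more; inconclusive = meets just one of the two criteria; inactive = fails both criteria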;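 also: 0% = median of neutral control wells and 100% = median of positive control wells; values of inactives mirror those of a sister screen read the other way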
Target sequence (Q61009 whole entry, looked up): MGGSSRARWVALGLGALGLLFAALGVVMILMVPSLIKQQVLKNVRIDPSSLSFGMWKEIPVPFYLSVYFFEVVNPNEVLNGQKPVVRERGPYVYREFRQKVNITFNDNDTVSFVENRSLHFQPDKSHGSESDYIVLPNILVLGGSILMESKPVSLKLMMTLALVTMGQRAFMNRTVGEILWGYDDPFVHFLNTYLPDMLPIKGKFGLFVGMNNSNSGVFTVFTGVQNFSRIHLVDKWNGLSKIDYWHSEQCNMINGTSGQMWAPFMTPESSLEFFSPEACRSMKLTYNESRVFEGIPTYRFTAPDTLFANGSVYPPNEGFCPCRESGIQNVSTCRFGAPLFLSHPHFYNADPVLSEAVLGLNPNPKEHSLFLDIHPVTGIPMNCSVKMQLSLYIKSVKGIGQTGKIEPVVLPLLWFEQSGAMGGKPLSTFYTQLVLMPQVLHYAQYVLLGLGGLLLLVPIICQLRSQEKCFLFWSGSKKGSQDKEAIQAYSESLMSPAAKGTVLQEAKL
PfHsp90 yeast 2: inhibits growth of yeast expressing Plasmodium falciparum Hsp90; 0.32% of 310,000 active; inhibition, % at 9.4 µM; S. cerevisiae expressing PfHsp90, BacTiter-Glo ATP, 48 h; yeast lacking PDR1 and PDR3 efflux regulators;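 active = every replicate shows inhibition above about 80%, whatever the replicate mean, limit read from the data; inconclusive = mean inhibition reaches the set limit but some replicate falls short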;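 also: 0% = DMSO neutral controls and 100% = 20 µM radicicol positive controls; yeast relying on Plasmodium falciparum Hsp90 in place of its own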
CAL PDZ FP-1: blocks peptide binding to human CAL PDZ domain | purified CAL PDZ, TMR-peptide fluorescence polarization, 1 h | inhibition, % at 20 µM | 0.02% of 330,000 active | AID 504414;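 active = highest replicate inhibition of at least 40%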;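 also: plate controls were DMSO neutral control wells for no effect and unlabeled competitor peptide control wells for full effect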
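Test system: tagged CAL PDZ domain / Buffer or medium: sodium phosphate/NaCl buffer pH 7.4 with TCEP, IgG, Thesit / Reagent: TMR-labelled reporter peptide T*-PRC34 bound in PDZ groove / Compound dosing: single point, 20 µM / Schedule: 1 h incubation at room temperature before polarization reading / Technique: fluorescence polarization (mP) / Benchmarks: unlabelled peptide, DMSO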
CAL PDZ FP-2: blocks peptide binding to the human CAL PDZ domain; Q9HD26; inhibition, % at 24.9 µM; 0.92% of 300,000 active; AID 602252; purified CAL PDZ, TMR-peptide fluorescence polarization, 1 h;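 active = mean inhibition of at least 30% with at least half of replicates also reaching 30%; inconclusive = no clear call, values can overlap the other calls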;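 also: 0% = DMSO neutral control and 100% = excess unlabeled competitor peptide PRC23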
MITF act: increases MITF-driven TRPM1 promoter luciferase signal; SK-MEL-5 TRPM1-promoter luciferase, 24 h; % of positive control, neutral wells = 0; activation, % at 12.5 µM; 0.75% of 300,000 active;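 active = mean activation of at least 80% with every replicate also reaching 80%; inconclusive = mean reaches 80% but some replicate falls short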;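 also: 0% = neutral control wells and 100% = parthenolide positive control wells; values of inactives mirror those of a sister screen read the other way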
PvdQ inh: blocks Pseudomonas aeruginosa PvdQ acylase activity | purified PvdQ acylase, fluorescence plate reader | inhibition, % at 10 µM | 0.063% of 340,000 active; in the data active = inhibition above about 30%, passing the limit was not always enough; inconclusive = no clear call, values can overlap the other calls;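 also: 0% = vehicle neutral wells and 100% = reference inhibitor wells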
dFosB act: enhances mouse delta FosB homodimer DNA binding. P13346. purified delta FosB, TAMRA-CDK5 oligo fluorescence polarization; percent of positive-control signal above neutral wells. 0.99% of 340,000 active. activation, % at 25 µM;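 active = mean activation above about 17%, with every replicate also reaching it, limit read from the data, passing the limit was not always enough; inconclusive = only one of the two conditions met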;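 also: fluorescence polarization rise as delta FosB binds a TAMRA Cdk5 AP-1 oligo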
SR-BI DiI-HDL act: enhances SR-BI lipid uptake from DiI-HDL | activation, % at 12.5 µM | 0.096% of 320,000 active | CHO ldlA[mSR-BI] cells, DiI-HDL uptake fluorescence, 3 h; 100 = double the neutral-control signal;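 active = mean replicate activation of at least 60% and every replicate at or above 60%; inconclusive = mean or all-replicate condition met, but not both; inactive = mean below 60% and not all replicates reaching 60%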;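 also: 0% = median plate neutral-control signal and 100% = twice that signal; values of inactives mirror those of a sister screen read the other way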
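Test system: SR-BI-overexpressing, LDLR-lacking CHO cells; Also added: labelled HDL, 10 µg/mL; Measured by: bottom-read cell fluorescence after medium removal, ex 550/em 595 nm; Timing: 3 h uptake period with compound, 37 °C; Buffer or medium: F12, 0.5% BSA, 25 mM HEPES; Doses: single compound concentration, delivered by pin transfer.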
* marks the source's active call; other numbers are inactive results; ? = inconclusive; . = no result given.

SMILES	Rtt109 Vps75	NSD2 inh	SR-BI HDL uptake	PfHsp90 yeast 2	CAL PDZ FP-1	CAL PDZ FP-2	MITF act	PvdQ inh	dFosB act	SR-BI DiI-HDL act
Cc1cccc(NC(=O)COC(=O)CCc2ccccc2)c1C	1	-3	-41	20	-0.4	-1	-2	-5	-3	41
CCn1nc(C)cc1C(=O)N1CCCC(N2CCN(Cc3ccc4c(c3)OCO4)CC2)C1 (stereo unspecified)	-13	1	-11	11	0.3	-4	1	-8	-10	11
CCn1c(CNC(=O)c2ccccc2F)nnc1SCC(=O)Nc1nncs1	-2	-3	-10	-25	0.5	11	0	-13	-7	10
O=C(NCc1cccnc1)c1ccc(COc2ccccc2Cl)o1	-8	2	-4	-1	-0.7	.	.	-4	-6	4
O=C(CCN1CCN(CCO)CC1)Nc1cccc(Br)c1	2	0	-13	-3	0.4	-3	.	-9	-2	13
O=C(Nc1ccc(N2CCN(C(=O)c3ccco3)CC2)c(Cl)c1)c1c(F)c(F)c(F)c(F)c1F	2	0	22	14	-2.4	0	-5	-12	-6	-22
CCOc1ccc(OCc2ccc(C(=O)NCc3cccnc3)o2)cc1	12	7	8	7	-0.9	-2	-4	-9	-7	-8
CC(C)c1ccccc1OCC(=O)Nc1cc(S(=O)(=O)N2CCOCC2)ccc1N1CCCC1	13	-4	-28	-44	-2.3	-4	-8	3	-8	28
CCCc1nc2ccc(NC(C)=O)cc2c(=O)n1Cc1ccc(Cl)cc1	4	0	10	-22	-3.2	-1	82*	2	-10	-10
Cc1cccc(C(=O)Nc2ccc(C(=O)N/N=C/c3ccc(C)o3)cc2)c1	9	-5	59	4	-0.4	-7	-5	20	5	-59
Cc1ccc(S(=O)(=O)N2CCC(C(=O)OCC(=O)NCCc3ccccc3)CC2)cc1C	.	-1	-20	-45	-1.7	6	-8	-8	-1	20
CCCC(=O)Nc1c(-c2ccccc2Cl)c(=O)c2ccccc2n1C	-5	30	-25	-25	0.0	.	12	-14	-4	25
CCN(CC)CCNC(=O)c1cn(CC)c2ccc(S(=O)(=O)N(C)C)cc2c1=O	0	.	-16	.	0.9	.	.	-10	-16	16
COc1ccc(S(=O)(=O)N(CC(=O)NCc2cccnc2)Cc2ccccc2)cc1	8	-7	-26	.	-2.7	-6	0	4	-2	26
C[C@@H](NC(=O)c1[nH]cnc1C(=O)Nc1cccc(Cl)c1)c1ccccc1	-6	.	-14	.	-0.9	-1	-6	-7	-4	14
O=C(CN1CCSC1=O)N1CCN(S(=O)(=O)c2ccc(F)cc2)CC1	4	0	-22	14	-2.1	-5	10	9	0	22
S=C(Nc1cccc(Cl)c1Cl)N1CCC2(CC1)OCCO2	9	1	-7	-14	-3.2	-5	-5	2	-5	7
O=C(COC(=O)/C=C/c1ccc(S(=O)(=O)N2CCOCC2)cc1)NCc1ccc(Cl)cc1	-3	26	-10	-8	-1.3	-2	14	3	1	10
CCOC(=O)c1ccc(Oc2nc(NC)nc(SC)n2)cc1	.	0	2	-4	-3.0	0	-3	13	-12	-2
O=C1CC(NS(=O)(=O)c2cccnc2)CN1c1ccc(Cl)cc1 (stereo unspecified)	-13	-1	-18	.	-2.0	-3	-4	-6	-3	18

Rewritten with values under each structure: 3 of the compounds above.
Results follow in this order: Rtt109 Vps75	NSD2 inh	SR-BI HDL uptake	PfHsp90 yeast 2	CAL PDZ FP-1	CAL PDZ FP-2	MITF act	PvdQ inh	dFosB act	SR-BI DiI-HDL act
- CCCC(=O)Nc1c(-c2ccccc2Cl)c(=O)c2ccccc2n1C
 : -5	30	-25	-25	0.0	.	12	-14	-4	25
- CCN(CC)CCNC(=O)c1cn(CC)c2ccc(S(=O)(=O)N(C)C)cc2c1=O
 : 0	.	-16	.	0.9	.	.	-10	-16	16
- COc1ccc(S(=O)(=O)N(CC(=O)NCc2cccnc2)Cc2ccccc2)cc1
 : 8	-7	-26	.	-2.7	-6	0	4	-2	26

Following part.
SMILES	Rtt109 Vps75	NSD2 inh	SR-BI HDL uptake	PfHsp90 yeast 2	CAL PDZ FP-1	CAL PDZ FP-2	MITF act	PvdQ inh	dFosB act	SR-BI DiI-HDL act
O=C(Cc1cccc2ccccc12)NCC(=O)N1CCN(Cc2cccc(C(F)(F)F)c2)CC1	-2	0	5	.	0.4	1	-6	-10	-15	-5
O=C(COc1ccc([N+](=O)[O-])cc1Cl)N(C1CCCCC1)C1CCS(=O)(=O)C1 (stereo unspecified)	3	4	6	.	-2.1	-1	14	1	-2	-6
CCCn1nnc(NC(=S)NC(=O)c2ccccc2OC)n1	-4	-2	-18	-11	-0.5	-5	5	-7	-3	18
COc1cccc(=O)c2c(C)n(-c3cc(C)cc(C)c3)c(C)c12	-7	3	17	14	-1.3	.	8	-6	-13	-17
Cc1ccc(S(=O)(=O)N(C)C)cc1NC(=O)c1ccc(OC(F)(F)F)cc1	6	-2	13	-25	-0.4	-3	1	-29	-3	-13
CC(Sc1nnc(Cc2ccc([N+](=O)[O-])cc2)o1)C(N)=O (stereo unspecified)	7	0	-8	7	-1.7	1	1	6	-6	8
CCN(C(=O)CCCCC(=O)N(CC)c1ccccc1)c1ccccc1	4	-1	-15	7	-0.7	.	.	-12	-7	15
O=C(COc1ccc(F)c(Cl)c1)c1ccc[nH]1	-17	0	-3	-34	-0.4	2	54	-13	-6	3
COc1ccc(CCNc2nc(-c3sc(N)nc3C)cs2)cc1OC	4	6	48	0	0.9	-1	-5	-3	6	-48
CCCCCC(=O)Nc1nc(C)c(-c2csc(Nc3ccccc3OC)n2)s1	-1	.	33	6	0.1	-1	0	-14	-16	-33

At a glance, 4 of the compounds above:
SMILES	Rtt109 Vps75	NSD2 inh	SR-BI HDL uptake	PfHsp90 yeast 2	CAL PDZ FP-1	CAL PDZ FP-2	MITF act	PvdQ inh	dFosB act	SR-BI DiI-HDL act
CCN(C(=O)CCCCC(=O)N(CC)c1ccccc1)c1ccccc1	4	-1	-15	7	-0.7	.	.	-12	-7	15
O=C(COc1ccc(F)c(Cl)c1)c1ccc[nH]1	-17	0	-3	-34	-0.4	2	54	-13	-6	3
COc1ccc(CCNc2nc(-c3sc(N)nc3C)cs2)cc1OC	4	6	48	0	0.9	-1	-5	-3	6	-48
CCCCCC(=O)Nc1nc(C)c(-c2csc(Nc3ccccc3OC)n2)s1	-1	.	33	6	0.1	-1	0	-14	-16	-33

(next part)
SMILES	Rtt109 Vps75	NSD2 inh	SR-BI HDL uptake	PfHsp90 yeast 2	CAL PDZ FP-1	CAL PDZ FP-2	MITF act	PvdQ inh	dFosB act	SR-BI DiI-HDL act
CSc1nc(C2CC2)cc(-c2cccs2)c1C#N	18	-2	14	-12	-1.3	0	-18	7	-14	-14
O=C(CCN1C(=O)c2ccccc2C1=O)Nc1ccc(S(=O)(=O)N2CCOCC2)cc1	-3	0	3	28	-2.6	.	-11	-13	-5	-3
CC(C)(C)c1ccc(/C=C2\Oc3cc(OC(=O)N4CCOCC4)ccc3C2=O)cc1	-5	4	38	-69	1.3	-1	5	0	7	-38
COc1ccc(NC(=O)c2cc(-c3ccco3)nc3ccccc23)cn1	2	2	39	-3	0.4	-2	-4	2	-20	-39
O=C1NC(=Nc2ccccc2Br)SC1(CO)CO	-8	-1	-12	12	-0.2	-3	.	-18	0	12
COC(=O)c1ccc(Oc2c(C)oc3cc(OCc4cnn(-c5ccccc5)c4)ccc3c2=O)cc1	-8	-1	69	-2	-1.5	2	-38	-19	-5	-69
CCCCS(=O)(=O)N1CCC(C(=O)NCC2CCCO2)CC1 (stereo unspecified)	-3	1	-7	8	0.6	0	.	-11	-7	7
Cc1ccc(CNC(=O)CCCc2c[nH]c3ccccc23)cc1	1	4	1	3	-0.5	-4	-2	0	-13	-1
CC1CCCN(C(=O)COC(=O)c2ccc3[nH]c4c(c3c2)CCCC4)C1 (stereo unspecified)	-2	1	18	.	-2.9	0	39	-8	0	-18
CC1(C)C(c2cccs2)=[N+]([O-])C2(CCCCC2=O)N1O (stereo unspecified)	-1	-1	-22	-18	0.7	-1	0	-17	-6	22
Cc1cccc(C)c1NC(=O)c1ccc(-n2cnnn2)cc1	6	-7	3	.	-2.0	-2	.	-8	-7	-3
CCCCc1nc2ccccc2c(=O)n1NC(=O)c1c(O)c2c(n(CC(C)C)c1=O)CCCC2	9	16	32	35	-1.0	-6	.	-6	-11	-32
CC1CCC(NC(=O)CN2CCC(n3nnc4cc(F)ccc43)CC2)CC1 (stereo unspecified)	-1	0	61	.	-2.1	-2	.	2	-14	-61
COc1cc(/C=C2\CC/C(=C\c3cc(OC)c(O)c(OC)c3)C2=O)cc(OC)c1O	9	62*	49	-5	0.8	-2	-64	12	-54	-49
Cc1nn(C)cc1S(=O)(=O)N1CCN(Cc2ccc(F)cc2Cl)CC1	2	5	-5	27	.	0	-5	-2	0	5
CCSc1nc(C)c(CC)c(C)c1C(N)=O	-2	0	-15	9	0.1	-4	-13	-5	-3	15
O=C(NCc1nc2ccccc2[nH]1)c1ccc(Cl)c(S(=O)(=O)N2CCCC2)c1	-2	1	19	3	-1.8	1	-18	3	2	-19
CC1(C)NC(=O)N(CC(O)CN(c2cccc([N+](=O)[O-])c2)S(=O)(=O)c2ccccc2)C1=O (stereo unspecified)	4	-9	-4	14	0.2	11	4	4	0	5
O=C(C1=C[C@@H](C2CCCCC2)C[C@@H](OCc2ccc(CO)cc2)O1)N1CCOCC1	-9	.	-7	-9	2.5	-2	7	-8	0	7
O=C(Nc1ccc2ccccc2c1)c1cn(-c2ccccc2)nc1-c1cccs1	-2	-3	58	.	-1.7	.	6	10	-10	-58
COc1ccc(Cn2c(N)c(C#N)c3nc4ccccc4nc32)cc1	9	2	-12	9	-1.4	-3	-1	-13	-1	12
O=C(CCn1c(=O)sc2ccccc21)NC1=NCCS1	-18	0	-6	-10	-1.2	0	11	0	-2	6
N#CCC(=O)NNC(=S)Nc1ccccc1C(F)(F)F	12	-9	61	11	-0.1	-6	-22	0	-5	-61
CC(C)[N+]1=C2C=CC=CC=C2SC12C([N+](=O)[O-])=CC(=[N+]([O-])[O-])C=C2[N+](=O)[O-] (stereo unspecified)	.	32	6	-9	0.7	-4	.	?	-11	-6

No enrichment for hits; 4.3% or so of the library scored in one or more.
